Assay outcomes: PubChem BioAssay, National Center for Advancing Translational Sciences (NCATS)
aSyn tox rescue: alpha-synuclein toxicity suppression in yeast. S. cerevisiae alpha-synuclein toxicity rescue, BacTiter-Glo growth, 24 h. Potency, µM (series often up to 46.1 µM), without a hit: at the highest dose growth rescue (activation), usual class: activators. actives 0.02% (n = 94,000). AID 1347070; active = well fitted activation curve with a large enough effect; inconclusive = small, poorly fitted or top-dose-only effect; note: 0% is about no effect
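Growth restoration measured by BacTiter-Glo luminescence after 24 hr at 30 deg C; alpha-synuclein yeast, raffinose-pregrown to mid-log, were added at OD600=0.02 in galactose medium onto pinned compounds.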
* marks the source's active call; other numbers are inactive results; ? = inconclusive; [ ] = remark or other dose. Potency is the fitted concentration of half-maximal effect.

SMILES	aSyn tox rescue
NC(=O)c1nsc(C(=O)N(c2cccc(F)c2)C(C(=O)NC2CCCC2)c2ccco2)c1N (stereo not given)	4%
COc1ccccc1OCC(=O)NCCS(=O)(=O)N1CCN(c2ccccc2OC)CC1	3%
CC(C)NC(=O)CCn1c(SCc2c(F)cccc2Cl)nc2c(sc3ccccc32)c1=O	-8%
Cc1c(CCNC(=O)C(C)(C)C)sc2nc(-c3ccc(F)cc3)nn12	5%
CC1=C(C(=O)OC2CCCCCC2)C(c2ccc(Cl)cc2Cl)CC(=O)N1 (stereo not given)	-2%
Cc1ccnc(SCCn2c(N(C)Cc3ccccc3)nc3c2c(=O)n(C)c(=O)n3C)n1	6%
COc1ccc(NC(=O)Cn2cnc3c(nc4n3CCCCC4)c2=O)cc1Cl	-1%
COc1ccccc1NC(=O)C1CCCN(c2ncnc3onc(-c4ccc(F)cc4)c23)C1 (stereo not given)	-27%
Cc1ccc(S(=O)(=O)Nc2ccc3[nH]c(=O)sc3c2)cc1C	-8%
Cc1ccc(NC2=CC(=O)CC(c3ccccc3)C2)cc1 (stereo not given)	-1%
COc1ccc(NC(=O)C2CCCN(S(=O)(=O)c3cccc4nonc34)C2)cc1Cl (stereo not given)	6%
CCn1cc2nc(SCc3cc(C)ccc3C)n(CCc3ccccc3)c(=O)c2n1	8%
O=C(NCCCn1ccnc1)/C(=C/c1ccco1)NC(=O)c1ccco1	-11%
NNC(=O)CNc1ccccc1Cl	3%
COc1ccc(C(CNC(=O)CSc2ccc(Br)cc2)N2CCOCC2)cc1 (stereo not given)	0%

Overlap with the part before: 2 compounds, followed by the next part.
SMILES	aSyn tox rescue
NNC(=O)CNc1ccccc1Cl	3%
COc1ccc(C(CNC(=O)CSc2ccc(Br)cc2)N2CCOCC2)cc1 (stereo not given)	0%
CCc1ccccc1N(C)C(=O)Cn1cnc2sc(C)c(S(=O)(=O)N3CCC(C)CC3)c2c1=O	-7%
COc1cc(/C=C2/SC(=S)N(CCC(=O)Nc3cccnc3)C2=O)cc(OC)c1OC	12%
Cc1ccc(C(=O)OCC(=O)N(CC(C)C)c2c(N)n(Cc3ccccc3)c(=O)[nH]c2=O)o1	11%
Cc1ccc(NC2=C(Cl)C(=O)OC2OC(=O)c2ccccc2)c(C)c1 (stereo not given)	15%
Cc1ccc(F)cc1NC(=O)c1ccc(Cn2nc(N3CCN(c4ccccc4)CC3)ccc2=O)o1	3%
COc1ccc(CCNC(=O)CN2C(=O)NC(C)(c3ccc([N+](=O)[O-])cc3)C2=O)cc1 (stereo not given)	11%
CC1CCCCN1CC(=O)NC(=O)NCc1ccccc1 (stereo not given)	5%
O=C(O)c1cc(Cl)c2c(c1)OCO2	10%
CCCCc1c(C)[nH]c(C(=O)OCC)c1C	-1%
COc1ccc(OCCn2cc(C(=O)C3CCCCC3)c3ccccc32)cc1	5%
O=C(O)c1cccc(Cn2c(Cl)c(/C=N/NC(=O)c3cccc(O)c3)sc2=O)c1	-2%
Cc1cccc(-c2nc(CS(=O)CC(=O)NC3CCCC3)c(C)o2)c1 (stereo not given)	-5%
CCOC(=O)c1ccc(NC(=O)c2cccc3c(=O)c4c([nH]c23)CCCC4)cc1	-11%
CCCC(=O)OC1=CN(Cc2ccccc2)S(=O)(=O)c2ccccc21	2%
Cn1cnc(S(=O)(=O)N2CCCC(C(=O)NCc3ccc(Cl)cc3)C2)c1 (stereo not given)	0%
Cc1cc(=O)[nH]c(SCC(=O)N2CCN(c3ccccc3)CC2)n1	1%
O=C(Nc1cc(Cl)cc(Cl)c1)c1ccc(Cn2c(=O)[nH]c3ccsc3c2=O)cc1	-1%
CCOc1ccc(N2C(=O)N(Cc3ccc(C)cc3C)c3ccccc3S2(=O)=O)cc1	-9%
CC1CCCN(C(=O)COC(=O)c2cc([N+](=O)[O-])ccc2N2CCOCC2)C1 (stereo not given)	-4%
Cc1ccc(CNC(=O)c2sc3nc(-c4ccc(F)cc4)ccc3c2N)cc1	-16%
CCCn1cc(S(=O)(=O)c2ccccc2)c(=O)c2cc(F)c(N3CCCCCC3)cc21	6%
COc1ccc(NC(=O)CC2C(=O)N(c3cccc(OC)c3)C(=O)N2Cc2ccc3c(c2)OCO3)cc1 (stereo not given)	5%
CCN(CC)c1ccc(S(=O)(=O)N2CCOCC2)cc1NC(=O)COC(=O)c1cccnc1SC	-6%
CN1CCc2c(sc(NC(=O)c3cc(Cl)sc3Cl)c2C(N)=O)C1	0%
COc1cc(NC(=O)c2cc(-c3ccco3)on2)cc(OC)c1OC	-5%
CCN1CCN(c2ccc(S(=O)(=O)N3CCOCC3)cc2NC(=O)c2ccccc2OC(F)F)CC1	-5%
Cc1ccc(/C=C/c2onc(C)c2S(=O)(=O)N2CCC(C(=O)NCc3ccco3)CC2)cc1	-5%
O=C(NCCc1ccccn1)C(F)(F)C(F)(F)C(F)(F)C(F)(F)C(F)(F)C(F)F	-2%
COc1ccccc1CNc1nc(-c2ccco2)nn1S(=O)(=O)c1ccc(Cl)cc1	6%
Cc1nn(-c2ccc(N3CCCC3)nn2)c(C)c1CCC(=O)N1CCN(c2ccccc2F)CC1	0%
O=C1NC2C3CC(c4ccccc43)C12 (stereo not given)	13%
COc1ccccc1CNC(=O)Cn1c(=O)ccc2cc(S(=O)(=O)N3CCC(C)CC3)ccc21	-5%
CCc1nn(CC(=O)NC(C)C)c(=O)c2cc3cc(F)ccc3n12	6%
Cc1ccc(N(CC(=O)N=Nc2c(O)[nH]c3ccccc23)S(C)(=O)=O)c(C)c1	1%
CCOC(=O)COc1cccc2c(=O)n(CC(=O)NCCc3ccccc3)ccc12	0%
CC(C)CC(=O)N1CC(=O)Nc2ccc(F)cc2C1c1ccccc1 (stereo not given)	-1%
Cc1cccc(N(C)C(=O)C2CCN(S(=O)(=O)c3cccc4nonc34)CC2)c1	18%
Cc1ccccc1CN1CCN(CC(=O)NCc2ccccc2Cl)C1=O	3%
CCOC(=O)c1[nH]c(C)c(CCC(=O)Nc2cc(C)ccc2OC)c1C	-13%
CCc1cccc(NC(=O)Cn2c(=O)n(CC3CCC(C(=O)NCCc4ccccc4)CC3)c(=O)c3ccccc32)c1 (stereo not given)	-5%
COc1ccc(S(=O)(=O)c2nnn(-c3ccccc3F)c2C)cc1	1%
Cc1cc(=O)oc2c3c(cc(OCC(=O)NCc4ccccn4)c12)OC(C)(C)CC3	-6%
COc1ccc(C2=NS(=O)(=O)N(C)C(C(=O)N3CCOCC3)=C2)cc1OC	0%
COc1cccc(NC(=O)CNC(=O)c2ccc(OC)c(OC)c2)c1	4%
O=C(COC(=O)/C=C/c1c(F)cccc1Cl)NCC1CCCO1 (stereo not given)	-16%
Cc1ccc(Cn2c(C(=O)O)c(CNC3CCCC3)c3ccc(C)cc32)cc1	1%
CC(CNC(=O)c1ccc(CSc2nc3ccncc3n2Cc2ccc(F)cc2)cc1)c1ccccc1 (stereo not given)	-4%
C[C@H](CO)N1C[C@H](C)[C@@H](CN(C)S(=O)(=O)c2ccc3ccccc3c2)OCc2cnnn2CCCC1=O	5%
CC1CC(C)CN(C(=O)C2CCC(CNc3c(N4CCCCC4)c(=O)c3=O)CC2)C1 (stereo not given)	-3%
O=C(NCc1ccc(F)cc1)C(=O)NCC(c1cccs1)S(=O)(=O)c1cccs1 (stereo not given)	4%
Cc1ccc(CNS(=O)(=O)c2ccc3c(c2)C(C)(C)C(=O)N3C)cc1	0%
CCN(c1ccc(OC)cc1)S(=O)(=O)N1CCCC(C(=O)NCc2ccc(OC(C)C)cc2)C1 (stereo not given)	12%
CSc1ccccc1C(=O)NC1CCSc2ccccc21 (stereo not given)	0%
Cc1ccc(CCNC(=O)c2sc3ncccc3c2-n2cccc2)cc1	-2%
Cc1nn(Cc2ccc(Cl)cc2)c2sc(C(=O)O)cc12	-2%
COc1ccc(-c2cc(C(=O)Nc3c(C)nn(Cc4ccc(C)cc4)c3C)no2)cc1OC	-1%
N#Cc1cccc(NC(=O)CNc2cccc(S(=O)(=O)N3CCCC3)c2)c1	-54%[inhibitor]
CCOCCCNc1ccc(N2C(=O)CCCC2=O)cc1[N+](=O)[O-]	-6%
O=C(CS(=O)CC(=O)Nc1ccccc1-c1ccccc1)Nc1ccc(F)cc1 (stereo not given)	7%
CCN1C(=O)c2ccccc2Sc2ccc(NC(=O)Nc3ccccc3OC)cc21	2%

Other records
SMILES	aSyn tox rescue
COC(=O)c1ccc(OCC2c3cc(OC)c(OC)cc3CCN2C(=O)Cc2ccc(OC)c(OC)c2)cc1 (stereo not given)	0%
COc1ccc(Cn2c(CCC(=O)Nc3ccc(OC)c(Cl)c3)nc3cccnc32)cc1	-8%
N=c1c(C(=O)NC2CCCCC2)cc2c(=O)n3ccccc3nc2n1CCc1ccccc1	-4%
O=C(COC(=O)Cc1ccccc1F)Nc1ccc(SC(F)F)cc1	18%
Cc1cccc(CCNC(=O)c2ccc3c(c2)nc2n3CCOC2)c1	-4%
COc1ccc(C(=O)NCCNC(=O)c2cnccn2)cc1OC	2%
CCc1cccc(NC(=O)Cn2nc(-c3cc(C)ccc3C)ccc2=O)c1	11%
Cn1cc(C(=O)NCCc2ccccc2)c(=O)c2cc(S(=O)(=O)N3CCCCCC3)ccc21	4%
Cc1ccc(NC(=O)Cn2cc(S(=O)(=O)NC(C)C)c(S(=O)(=O)NC(C)C)c2)cc1Cl	1%
Cc1cccc2c(N=Nc3ccc(S(=O)(=O)Nc4ccc(Cl)cc4)cc3[N+](=O)[O-])c(O)[nH]c12	0%
O=c1[nH]cc(S(=O)(=O)Nc2ccc3c(c2)OCO3)c(=O)[nH]1	-9%
NNC(=O)c1n[nH]c(=O)c2ccccc12	0%
CCCCc1ccc(/C=C(\C#N)C(N)=S)s1	-3%
Cc1ccc(N=C2C(=O)Nc3ccccc32)cc1	-4%
CCn1ccc2cc(S(=O)(=O)N3CCCN(C(=O)Nc4ccc(C)c(F)c4)CC3)ccc21	4%
Nc1ccc(C(=O)NCCCSc2ccccc2)cc1[N+](=O)[O-]	2%
O=C(NCc1ccccc1Cl)c1ccc(Nc2nc3ccccc3n3nnnc23)cc1	-5%
CC(C)CN1CCc2nc(N3CCN(C)CC3)ncc2C1	4%
Cc1cc(S(=O)(=O)NCC(c2ccco2)S(=O)(=O)c2cccs2)ccc1F (stereo not given)	-7%
N#CC1=C(c2ccc(-c3ccccc3)cc2)COC1=O	2%
O=C1NC(c2ccc(Cl)cc2)=COc2ccccc21	-1%
COc1cccc(NC(=O)C(=O)NCC2CCCN2S(=O)(=O)c2cccs2)c1 (stereo not given)	-6%
O=C(c1ccco1)c1cn(CCOc2ccc(Cl)cc2)c2ccccc12	5%
O=C(O)C(CCc1ccccc1)N1CCOCC1 (stereo not given)	-10%
COc1ccccc1C(=O)COC(=O)c1c(-c2ccccc2)noc1C	6%
CC(C)(CNC(=O)c1cccc(S(=O)(=O)Nc2ccc(Br)cc2)c1)N1CCOCC1	-2%
CCOC(=O)c1cccc(NC(=O)NCc2cccn2Cc2ccccc2)c1	-6%
Cc1nnc(NC(=O)CSc2n[nH]c(-c3ccccc3C)n2)s1	0%
COc1ccccc1Oc1coc2c(CN3CCOCC3)c(O)ccc2c1=O	3%
CCOC(=O)C1CCN(C(=O)CSc2n[nH]c(-c3ccccc3)n2)CC1	-8%
CN(C)c1cccc(/C=C(\C#N)c2ccccc2)c1	-15%
O=C(Nc1ccc(Cl)c(S(=O)(=O)N2CCOCC2)c1)c1ccccc1-c1ccc(C(F)(F)F)cc1	-2%
O=C1CC2(CCN(C(=O)c3cccc(F)c3)CC2)Oc2ccccc21	5%
Cc1ccc(N(Cc2ccccc2)C(=O)CSC(C)C(=O)Nc2cc(C)on2)cc1 (stereo not given)	8%
CCc1ccccc1NC(=O)Cn1c(=O)n(-c2cccc(C)c2)c(=O)c2c1c1cc(OC)ccc1n2C	6%
C=CCN1C(=O)/C(=C2/Sc3ccc(OC)cc3N2C)SC1=Nc1cccc(O)c1	-47%[inhibitor]
CCCOc1ccc(CN(C(=O)Cc2coc3ccc(CC)cc23)C2CCS(=O)(=O)C2)cc1 (stereo not given)	?
CCN(CC)CCCNC(=O)CSc1nc2nc(C)c(Cc3c(F)cccc3Cl)c(C)n2n1	-12%
CCOC(=O)Cc1ccc(NC(=O)Nc2ccccc2OCc2cc(=O)n3ccccc3n2)cc1	0%

Entries listed so far that contain an aryl thioether with sulfur outside any ring:
SMILES	aSyn tox rescue
CC(C)NC(=O)CCn1c(SCc2c(F)cccc2Cl)nc2c(sc3ccccc32)c1=O	-8%
Cc1ccnc(SCCn2c(N(C)Cc3ccccc3)nc3c2c(=O)n(C)c(=O)n3C)n1	6%
CCn1cc2nc(SCc3cc(C)ccc3C)n(CCc3ccccc3)c(=O)c2n1	8%
COc1ccc(C(CNC(=O)CSc2ccc(Br)cc2)N2CCOCC2)cc1 (stereo not given)	0%
Cc1cc(=O)[nH]c(SCC(=O)N2CCN(c3ccccc3)CC2)n1	1%
CCN(CC)c1ccc(S(=O)(=O)N2CCOCC2)cc1NC(=O)COC(=O)c1cccnc1SC	-6%
CC(CNC(=O)c1ccc(CSc2nc3ccncc3n2Cc2ccc(F)cc2)cc1)c1ccccc1 (stereo not given)	-4%
CSc1ccccc1C(=O)NC1CCSc2ccccc21 (stereo not given)	0%
O=C(COC(=O)Cc1ccccc1F)Nc1ccc(SC(F)F)cc1	18%
Nc1ccc(C(=O)NCCCSc2ccccc2)cc1[N+](=O)[O-]	2%
Cc1nnc(NC(=O)CSc2n[nH]c(-c3ccccc3C)n2)s1	0%
CCOC(=O)C1CCN(C(=O)CSc2n[nH]c(-c3ccccc3)n2)CC1	-8%
CCN(CC)CCCNC(=O)CSc1nc2nc(C)c(Cc3c(F)cccc3Cl)c(C)n2n1	-12%

Only part of the results is shown. The share of hits here may be higher or lower than overall.
